Source: PubChem BioAssay (The Scripps Research Institute Molecular Screening Center)
PAFAH2 inh: PAFAH2 (human) inhibition. Q99487. recombinant PAFAH2, FP-rhodamine activity probe, fluorescence polarization. inhibition, % at 3.39 µM. 340,000 tested, 0.99% active. AID 492956;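 active = inhibition above the mean over all tested compounds plus 3 SD, cut at about 30% in these data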;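 also: inhibitors block probe labeling of enzyme so polarization drops; 0% = enzyme with DMSO and 100% = wells lacking PAFAH2 protein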
PME-1 inh: PME-1 (human) inhibition | Q9Y570 | recombinant PME-1, FP-Rh probe fluorescence polarization | inhibition, % at 5.9 µM | 320,000 tested, 0.53% active;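 active = inhibition above the campaign mean of all compounds plus 3 SD, cut at about 26% in these data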;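 also: competitive labeling of PME-1 active site by serine hydrolase directed probe; 0% = PME-1 with DMSO and 100% = wells lacking PME-1 enzyme; inhibitors block probe labeling so polarization falls and inhibition rises; many of its hits are not listed in these tables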
GSTO1 counter: GSTO1 inhibition, counter-screen for RBBP9 inhibitors | P78417 | recombinant GSTO1, activity-based probe fluorescence polarization | inhibition, % at 5.96 µM | 300,000 tested, 1.1% active;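 active = inhibition above the campaign mean inhibition plus 3 SD, cut at about 35% in these data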;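 also: 0% = GSTO1-1 with DMSO and 100% = wells lacking GSTO1-1 enzyme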
PAFAH1B3 inh: PAFAH1B3 (human) inhibition; Q15102; recombinant PAFAH1B3, FP-rhodamine probe, fluorescence polarization; inhibition, % at 3.39 µM; 340,000 tested, 0.28% active; AID 492972;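 active = inhibition above the screen-wide average of all tested compounds plus 3 SD, cut at about 25% in these data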;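 also: 0% = enzyme with DMSO only and 100% = wells lacking PAFAH1B3 protein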
LYPLA1 inh: counter-screen for PME1 inhibitors: inhibitors of human LYPLA1 | O75608 | recombinant LYPLA1, FP-Rh probe fluorescence polarization | inhibition, % at 5.9 µM | 320,000 tested, 0.16% active | AID 2174;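 active = inhibition above the mean of all tested compounds plus 3 SD, set per campaign, cut at about 14% in these data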;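 also: inhibitors block serine hydrolase probe labeling of LYPLA1 so polarization falls; 0% = enzyme with DMSO and 100% = wells lacking LYPLA1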
pPAFAH inh: inhibitors of human plasma PAF acetylhydrolase (pPAFAH); recombinant pPAFAH, FP-rhodamine probe fluorescence polarization; inhibition, % at 3.39 µM; 330,000 tested, 1.5% active; AID 463082;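 active = inhibition above the mean inhibition across the screen plus 3 SD, cut at about 25% in these data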;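 also: inhibitors block binding of the rhodamine activity-based probe so polarization drops; 0% = enzyme with DMSO and 100% = wells lacking pPAFAH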
LYPLA2 counter: LYPLA2 (human) inhibition in PME1 counter-screen; O95372; recombinant LYPLA2, FP-Rh probe fluorescence polarization; inhibition, % at 5.9 µM; 320,000 tested, 0.38% active;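 active = inhibition above the screen-wide mean plus 3 SD, limit set per campaign, cut at about 26% in these data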;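 also: 0% = LYPLA2 with DMSO and 100% = wells lacking LYPLA2 enzyme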
Target sequence (O95372 whole entry, looked up): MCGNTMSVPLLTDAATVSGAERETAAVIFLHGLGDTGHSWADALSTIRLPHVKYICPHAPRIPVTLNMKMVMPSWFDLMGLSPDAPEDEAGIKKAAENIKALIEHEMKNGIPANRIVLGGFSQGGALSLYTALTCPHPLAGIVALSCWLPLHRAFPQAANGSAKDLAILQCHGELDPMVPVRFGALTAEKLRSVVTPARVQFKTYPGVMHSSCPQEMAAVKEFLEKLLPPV
PAD4 inh: PAD4 (human) enzyme inhibition. recombinant PAD4, RCA probe fluorescence polarization. Q9UM07. inhibition, % at 6.36 µM. AID 485272. 330,000 tested, 0.41% active;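 active = percent inhibition above a cutoff equal to the mean of all tested compounds plus 3 SD, cut at about 15% in these data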;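 also: 0% = PAD4 with RCA probe and DMSO and 100% = probe without PAD4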
Target sequence (Q9UM07 whole entry, looked up): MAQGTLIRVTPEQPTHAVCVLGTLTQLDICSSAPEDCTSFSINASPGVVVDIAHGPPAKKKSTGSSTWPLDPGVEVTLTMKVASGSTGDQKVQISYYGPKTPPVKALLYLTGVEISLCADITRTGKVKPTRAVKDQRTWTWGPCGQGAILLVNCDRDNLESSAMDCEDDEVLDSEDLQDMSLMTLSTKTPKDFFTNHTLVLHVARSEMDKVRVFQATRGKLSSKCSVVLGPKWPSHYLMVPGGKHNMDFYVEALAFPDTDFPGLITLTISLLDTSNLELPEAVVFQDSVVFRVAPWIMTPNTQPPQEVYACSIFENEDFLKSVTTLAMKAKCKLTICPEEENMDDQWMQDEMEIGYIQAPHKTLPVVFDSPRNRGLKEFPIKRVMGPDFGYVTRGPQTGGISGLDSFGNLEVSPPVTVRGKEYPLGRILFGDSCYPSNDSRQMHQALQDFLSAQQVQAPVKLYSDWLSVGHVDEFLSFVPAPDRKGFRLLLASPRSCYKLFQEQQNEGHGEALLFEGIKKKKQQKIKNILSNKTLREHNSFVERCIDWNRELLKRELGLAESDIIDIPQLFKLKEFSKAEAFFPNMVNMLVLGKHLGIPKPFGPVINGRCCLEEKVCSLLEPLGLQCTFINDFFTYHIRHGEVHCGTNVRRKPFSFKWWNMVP
PAFAH1B2 inh: inhibitors of human PAFAH1B2 | P68402 | recombinant PAFAH1B2, FP-rhodamine activity probe, fluorescence polarization | inhibition, % at 3.39 µM | 340,000 tested, 1.2% active;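 active = inhibition above the mean of all tested compounds plus 3 SD, cut at about 24% in these data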;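 also: 0% = enzyme with DMSO and 100% = wells lacking PAFAH1B2; many of its hits are not listed in these tables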
Starred values were filed as active, the others as inactive; / = no result given.

SMILES | PAFAH2 inh | PME-1 inh | GSTO1 counter | PAFAH1B3 inh | LYPLA1 inh | pPAFAH inh | LYPLA2 counter | PAD4 inh | PAFAH1B2 inh
COc1ccc(/C=N/N2C(=O)CSC2=S)cc1Br | 0 | -8 | 16 | -9 | -6 | 29* | -13 | -11 | -7
CCN(CC(=O)NCc1ccc(F)cc1)CC(=O)NC1CCCC1 | -7 | 7 | -3 | 8 | 3 | 1 | 4 | 3 | -1
CCOC(=O)C1=NNC(C(=O)c2ccc(C)cc2)C1c1ccc(OC)cc1 (stereo not given) | -8 | 4 | -1 | 1 | 1 | -6 | 2 | -3 | -1
COc1ccc(Cl)cc1NC(=O)COC(=O)c1cc(C)oc1C | -2 | / | / | 4 | / | 6 | / | -1 | 10
Cn1cnnc1SCC(=O)N(Cc1ccc2c(c1)OCO2)C1(C(=O)NC2CCCCC2)CCCC1 | -65 | 1 | 12 | -4 | -2 | -5 | -8 | 1 | 1
COc1cc(OC)cc(C(=O)NC2CCN(Cc3nnnn3Cc3ccc(F)cc3)CC2)c1 | -3 | -1 | -4 | -1 | 1 | 2 | 3 | -3 | 0
CSC1=NC(NCCCO)c2c(sc3c2CC(C)(C)OC3)N1 (stereo not given) | -6 | 2 | 3 | 2 | 2 | 4 | 2 | 5 | 0
CSCC[C@@H](C(=O)Nc1ccc2c(c1)OCCO2)N1Cc2ccccc2C1=O | 5 | -3 | 4 | -6 | 0 | -5 | 1 | -1 | 3
CCOC(=O)c1sc2nc(-c3ccccc3)ccc2c1N | 5 | 4 | -3 | 0 | 4 | 1 | 6 | -1 | 7
O=C(Oc1ccc(Br)cc1)c1n[nH]c(=O)c2ccccc12 | -3 | -1 | 1 | 2 | -4 | -1 | -1 | 4 | 3
O=C1CCCc2nc(N3CCCCC3)sc21 | -2 | -8 | -5 | -5 | 1 | 5 | -1 | -1 | -7
COc1ccc(N2CCN(C(=O)c3ccc(OCC4CCCO4)cc3)CC2)cc1 (stereo not given) | 2 | -7 | 6 | 1 | -3 | -7 | 16 | 6 | 8

Entries of single compounds, quoted from the list. Order of screens: PAFAH2 inh, PME-1 inh, GSTO1 counter, PAFAH1B3 inh, LYPLA1 inh, pPAFAH inh, LYPLA2 counter, PAD4 inh, PAFAH1B2 inh
`CCN(CC(=O)NCc1ccc(F)cc1)CC(=O)NC1CCCC1` in the list: -7, 7, -3, 8, 3, 1, 4, 3, -1
`COc1cc(OC)cc(C(=O)NC2CCN(Cc3nnnn3Cc3ccc(F)cc3)CC2)c1` in the list: -3, -1, -4, -1, 1, 2, 3, -3, 0
`CSC1=NC(NCCCO)c2c(sc3c2CC(C)(C)OC3)N1` (stereo not given) in the list: -6, 2, 3, 2, 2, 4, 2, 5, 0
`O=C(Oc1ccc(Br)cc1)c1n[nH]c(=O)c2ccccc12` in the list: -3, -1, 1, 2, -4, -1, -1, 4, 3

Gathered by group, the entries above containing a thiophene ring, fused or not
SMILES | PAFAH2 inh | PME-1 inh | GSTO1 counter | PAFAH1B3 inh | LYPLA1 inh | pPAFAH inh | LYPLA2 counter | PAD4 inh | PAFAH1B2 inh
CSC1=NC(NCCCO)c2c(sc3c2CC(C)(C)OC3)N1 (stereo not given) | -6 | 2 | 3 | 2 | 2 | 4 | 2 | 5 | 0
CCOC(=O)c1sc2nc(-c3ccccc3)ccc2c1N | 5 | 4 | -3 | 0 | 4 | 1 | 6 | -1 | 7

Next compounds follow:
SMILES | PAFAH2 inh | PME-1 inh | GSTO1 counter | PAFAH1B3 inh | LYPLA1 inh | pPAFAH inh | LYPLA2 counter | PAD4 inh | PAFAH1B2 inh
CCCCSc1[nH]c(=O)c(C(=O)OCC)cc1C#N | 3 | -9 | -134 | 9 | 3 | -2 | -1 | 2 | 9
Cc1cc(NC(=O)c2ccc(Cl)cc2)c(C(C)C)cc1O | 5 | -6 | 12 | 4 | 0 | 0 | 4 | 0 | 8
CSc1nnc(-c2ccc(S(=O)(=O)N3CCCCC3)cc2)o1 | 11 | -2 | 12 | 4 | -2 | 4 | -4 | 6 | 9
O=C1/C(=C/c2cccc(F)c2)SC(=S)N1NS(=O)(=O)c1ccccc1 | 5 | -3 | 4 | 7 | 3 | 13 | 4 | -3 | 12
CCOC(=O)Cc1csc(NC(=O)c2ccncc2)n1 | 1 | -1 | 1 | 4 | -3 | 1 | 7 | 1 | 1
CCC(CC)C(=O)Nc1cccc(C(=O)NCCc2ccccc2)c1 | 9 | 4 | 7 | 15 | 0 | 0 | 1 | -4 | 6
COc1ccccc1NC(=O)c1ccc(NC(=O)CNC(=O)c2ccc(OC)c(OC)c2)cc1 | -9 | -2 | -4 | 0 | 0 | -2 | -7 | -2 | 5
COc1ccccc1NC(=O)c1ccc2nc(C)sc2c1 | 11 | -3 | -6 | 8 | 0 | 2 | -2 | -1 | 7
O=C1CCC(C(=O)OCc2cc(Cl)ccc2OC(F)F)N1 (stereo not given) | -9 | -3 | 7 | -2 | 3 | -2 | 8 | 2 | 2
CCOC(=O)c1c(C)[nH]c(C(=O)OCC(=O)Nc2sc(C(=O)N(C)C)c(C)c2C(=O)OCC)c1C | -7 | 5 | 8 | 8 | 47* | 2 | 6 | -3 | 1
COc1cc(S(=O)(=O)N2CCN(C(=O)c3ccco3)CC2)c(OC)cc1C | -2 | 0 | -1 | 7 | 3 | -1 | 11 | -4 | -1
CCOc1ccc2[nH]c(C)c(CN3CCN(C)CC3)c(=O)c2c1 | 2 | -3 | -1 | 3 | 0 | 7 | 6 | -4 | -3
O=C(NCCc1ccccc1)C1CCN(S(=O)(=O)c2ccc(Br)s2)CC1 | 1 | 5 | -6 | 1 | 0 | -1 | 0 | -8 | 16
CC(=O)C1C(=O)c2c(cccc2[N+](=O)[O-])C1=Nc1ccccc1C (stereo not given) | / | 7 | 5 | / | 1 | -2 | 0 | -1 | /
C/C(=C/C=N/Nc1nc(N2CCCCC2)nc(N2CCCCC2)n1)c1ccccc1 | 9 | 7 | 6 | -1 | 2 | 0 | 6 | -5 | 6
CCc1cc(=O)oc2c(C)c(OCC(=O)NCC3CCC(C(=O)O)CC3)ccc12 (stereo not given) | -3 | 5 | 2 | 8 | 0 | 1 | 0 | 0 | -4
CN(C(=O)CSc1nnc(-c2ccc(F)cc2)c2ccccc12)C1CCS(=O)(=O)C1 (stereo not given) | -5 | 1 | -22 | 3 | -2 | 11 | 4 | 2 | -4
CCC1=NN2C(=N)/C(=C\c3cccn3-c3ccc(C)c(C)c3)C(=O)N=C2S1 | 10 | -11 | -21 | 5 | -2 | 10 | -1 | -12 | 1
Cc1ccc(SCC(=O)NCc2cccnc2)cc1 | -4 | -7 | 1 | 5 | -1 | -3 | -2 | -1 | 19
O=C(COc1coc(CN2CCc3ccccc3C2)cc1=O)Nc1cccc(Cl)c1 | 17 | -9 | -9 | 6 | 1 | 18 | 6 | 2 | 4
CCN1CCN(c2ccc(S(=O)(=O)N3CCCCC3)cc2NC(=O)COc2cc(C)ccc2Cl)CC1 | -2 | 4 | -10 | 2 | 1 | 6 | -1 | 0 | 5
COc1ccc(NC(=O)CSc2nc(NS(=O)(=O)c3ccccc3)cc(=O)[nH]2)cc1 | -19 | -20 | 9 | 1 | -7 | -12 | -9 | 0 | 1
O=C(NCc1ccccc1)N1CCNCC1 | 1 | -2 | 2 | 6 | -1 | 1 | 4 | -7 | 4
O=C(Cn1nc(Cc2ccncc2)c2ccccc2c1=O)N1CCc2ccccc2C1 | 4 | 7 | 5 | 8 | 0 | 2 | 2 | -9 | 3
COc1ccc(/C=C/CN2CCC(n3nccc3NC(=O)C3CC3)CC2)cc1 | 3 | -3 | -14 | 5 | -1 | 4 | 0 | 0 | 5
Cc1ccc(S(=O)(=O)Nc2cc(C(=O)NCCN3CCCC3)ccc2N2CCCCC2)cc1 | 2 | 2 | 26 | 6 | 2 | -1 | -2 | -1 | 0
COc1cccc(OCC(=O)N2CCCc3ccccc32)c1 | -16 | 7 | 1 | -4 | 2 | 5 | 3 | -8 | -4
C#CCOCCOCCOCCNc1nc(N2CCN(C(=O)CCCCCCCCCCNC(=O)[C@@H](CCSC)n3cc(CCO)nn3)CC2)nc(N2CCN(C(=O)CCCCCCCCCCNC(=O)[C@H]([C@@H](C)CC)n3cc(CCCCN=C(N)N)nn3)CC2)n1 | -11 | -74 | -10 | -2 | -43 | 2 | -54 | -16 | 1
O=C(NCc1ccc(F)cc1F)Nc1cnccc1C(F)(F)F | -2 | -1 | -3 | 9 | 0 | 5 | 1 | 1 | 6
O=C(Cn1ncc2c1-c1ccccc1OC2)N1CCc2ccccc21 | 2 | -4 | 6 | -8 | 1 | -9 | 7 | 3 | 6
CC1=NOC(=O)/C1=C\c1ccc(-c2cc(Cl)ccc2Cl)o1 | 25 | -5 | 6 | 0 | -5 | 11 | 0 | -2 | 13
O=C(Nc1ccccc1)c1ncoc1-c1ccc(Cl)cc1 | 2 | 0 | 5 | 3 | -3 | -6 | 4 | 2 | 0
CC1CCC(NC(=O)CCNS(=O)(=O)c2ccc3c(c2)CCC(=O)N3)CC1 (stereo not given) | 3 | 3 | 2 | 3 | -6 | -2 | 1 | -2 | 5
CC(C)(C)c1nnc(NC(=O)c2ccc(Cl)nc2)s1 | -8 | 5 | -2 | 4 | -2 | 0 | 0 | 2 | 3
Cc1ccc(OCC(=O)N/N=C/c2cc([N+](=O)[O-])ccc2N2CCCCC2)cc1 | 3 | 7 | 2 | 11 | 4 | 3 | 5 | -4 | 3
O=C1c2ccccc2N2C(=O)c3ccccc3[C@H]2N1c1ccccc1 | -2 | -3 | -3 | 6 | 3 | 1 | 1 | -2 | -2
CCOc1cc(S(=O)(=O)NC2CCCCCC2)ccc1F | 11 | 3 | 3 | 4 | -4 | 1 | -3 | -2 | 3
Cc1cccc(NC(=O)CNC(=O)CSc2ncccn2)c1C | 4 | / | / | 14 | / | -4 | / | -3 | 5
O=S(=O)(Nc1cc(F)ccc1F)c1cccc2nsnc12 | 2 | 2 | 0 | 4 | -2 | -3 | -1 | 4 | 4
CCC1CCCCN1C(=O)COC(=O)c1cc(Br)ccc1Cl (stereo not given) | -4 | 0 | 6 | -1 | 2 | 5 | 5 | 0 | 5
CCOc1c2ccc(C(=O)NCCc3cccs3)cc2nn1CC | 2 | 3 | 1 | 0 | 5 | -5 | 6 | -1 | 0
OC(CN1CCN(c2cccc(Cl)c2)CC1)c1ccc(F)cc1 (stereo not given) | 4 | -12 | 5 | 5 | -2 | 5 | 3 | -1 | 2

2 entries from above, set out differently:
| Molecule | PAFAH2 inh | PME-1 inh | GSTO1 counter | PAFAH1B3 inh | LYPLA1 inh | pPAFAH inh | LYPLA2 counter | PAD4 inh | PAFAH1B2 inh |
| --- | --- | --- | --- | --- | --- | --- | --- | --- | --- |
| Cc1cccc(NC(=O)CNC(=O)CSc2ncccn2)c1C | 4 | / | / | 14 | / | -4 | / | -3 | 5 |
| O=S(=O)(Nc1cc(F)ccc1F)c1cccc2nsnc12 | 2 | 2 | 0 | 4 | -2 | -3 | -1 | 4 | 4 |

This is a subset; the hit share may differ from the screen's.
